Screening results from PubChem.
TGFb inhibitor = qHTS for Inhibitors of TGF-b | HepG2 CAGA-GFP TGF-b/SMAD3 reporter, GFP fluorescence, 18 h; TGF-beta stimulated, 500 pg/mL final | Potency, µM (top dose mostly 46.1 µM), for the others: top-dose activity, negative = inhibition, actives largely listed as inhibitors | actives 1.2% (n = 410,000) | AID 588855, 2011; further: potency means the concentration at half of the fitted maximal effect; on the % scale 0 is the no-effect control and ±100 the full control effect; nearly all actives have a fitted effect of over 65% in size
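Inhibition was scored as loss of TGF-beta-induced (500 pg/mL final, 18 hours, 37 degrees C) GFP in HEPG2 cells carrying a CAGA-GFP reporter, in DMEM with 1% FBS. Well GFP was summed per cell; Activity was normalised to unstimulated and stimulated DMSO wells, then concentration-response fitting.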
HepG2 viability = qHTS for Inhibitors of TGF-b: Cytotox Counterscreen. HepG2 CAGA-GFP viability, ATP luminescence, 18 h. AID 588856, 2011. Potency, µM (doses to about 46.1 µM), for inactives: at the highest dose activity change, negative = cytotoxicity, actives largely listed as cytotoxic. actives 0.76% (n = 410,000); further: potency means the concentration at half of the fitted maximal effect; some results filed as inactive show a strong effect at the top dose
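HepG2 CAGA-GFP cells (1000/well, DMEM with 1% FBS) received compound, then TGF-beta at 500 pg/mL final, and were incubated 18 hours at 37 degrees C. Viability was read by CellTiter-Glo luminescence. Media-only wells were set as complete cell-killing and DMSO as no toxicity.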
A549 tox = Nrf2 qHTS screen for inhibitors: counterscreen for cytotoxicity; Potency, µM (series often up to 46 µM), for inactives: top-dose activity change, negative = cytotoxicity, most hits filed as inhibitors; AID 504648, 2011; A549 ARE-Fluc cells, CellTiter-Fluor viability, 18-24 h; actives 0.16% (n = 390,000); further: potency means the concentration at half of the fitted maximal effect; on the % scale 0 is the no-effect control and ±100 the full control effect
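A549 ARE-Fluc cells in 5% FBS OPTI-MEM, 5000 cells/well, rested 2 h then exposed to compounds in concentration-response for 18-24 h at 37 °C. Viability by CellTiter-Fluor fluorescence (Ex 405/Em 525) after 30 min; luciferase luminescence (BugLite, 15 min, RT) read afterwards.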
S2 tox = Viability Counterscreen for Primary qHTS for Inhibitors of ATXN expression; S2 cells (HEK-293 line with an ATXN2-luciferase reporter) viability, CellTiter-Fluor protease fluorescence, 24 h; Potency, µM (doses to about 56.7 µM), usual class: cytotoxic; actives 0.49% (n = 400,000); AID 651635, 2014; further: potency means the concentration at half of the fitted maximal effect; nearly all actives have a fitted effect of over 40% in size
CCT modulator = High-Throughput Screening for Modulators of Cytosolic Chaperonin Activity; purified chaperonin ATPase assay, HTRF ADP detection, 30 min; activity change, % (no concentration beside the values), hits read low; actives 0.3% (n = 360,000); in the data active means activity change below about -30%; further: on the % scale 0 is the no-effect control and ±100 the full control effect
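Nucleotide hydrolysis assay: TRiC at 20–40 nM final (set by batch activity) with 10 uM ATP, 30 min at 37 °C, in presence of 76 uM compound. Detection by competitive ADP HTRF, 30 min ambient.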
Mm-Cpn inhibitor = Inhibitors of TCP-1 ring complex (TRiC) of Methanococcus maripaludis (MmCpn): qHTS. Chaperonin Mm-Cpn (Methanococcus maripaludis). purified Mm-Cpn ATPase, ADP Transcreener TR-FRET. Potency, µM (series often up to 76.9 µM), for the others: top-dose activity, negative = inhibition, most hits filed as inhibitors. actives 0.031% (n = 330,000); further: potency means the concentration at half of the fitted maximal effect; on the % scale 0 is the no-effect control and ±100 the full control effect; nearly all actives have a fitted effect of over 80% in size
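Reaction buffer contained 30 mM Tris pH 7.4, 100 mM KCl, 5 mM MgCl2 and 1 mM DTT. Mm-CPN (25 nM final) hydrolysed 10 uM ATP over 30 min at 37°C; ADP was read by HTRF.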
Akt phos inh = HTS Assay for Inhibitors of Akt Phophorylation: Primary Screen | Neuro2A IGF-stimulated pAkt S473 HTRF, 20 min; stronger effect = lower value | activity change, % for hits at 50 µM | actives 0.32% (n = 360,000); in the data active means activity change below about -80%; inconclusive means mostly about -51% to -80%; further: on the % scale 0 is the no-effect control and ±100 the full control effect
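Neuro2A cells in DMEM with 0.5% FBS, overnight at 37 deg C, given compound at single 50 µM final, then IGF (6 nM final) for 20 min at 37 deg C. Lysed; phospho-Akt Ser473 by HTRF after 24 h, 665/615 ratio.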
Nrf2 block = Nrf2 qHTS screen for inhibitors; A549 ARE-Fluc reporter, luciferase luminescence, 18-24 h; Potency, µM (highest dose often 46 µM), inactives show top-dose activity change, negative = inhibition, usual class: inhibitors; actives 2.1% (n = 360,000); further: potency means the concentration at half of the fitted maximal effect; on the % scale 0 is the no-effect control and ±100 the full control effect; nearly all actives have a fitted effect of over 60% in size
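In this cell-based qHTS, ARE-driven firefly luciferase in A549 cells reports Nrf2 activity; the luminescent signal after BugLite lysis is the measured value, with a prior CellTiter-Fluor read for cell health.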
Nrf2 ARE act = qHTS of Nrf2 Activators; Potency, µM (highest dose often 46.1 µM), without a hit: at the top dose activation, actives largely listed as activators; AID 624171, 2012; AREc32 ARE-luciferase reporter (MCF7-derived line), luminescence, 24 h; actives 0.31% (n = 410,000); further: potency means the concentration at half of the fitted maximal effect; % of control where 0% means no effect; nearly all actives have a fitted effect of over 65% in size
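ARE activation measured as luciferase luminescence (Steady-Glo, 30 min RT) in AREc32_Fluc cells after 24 hr compound exposure at 37 deg C, 5% CO2; cells seeded overnight at 1000/well in OPTI-MEM, 5% FBS.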
Numbers without * were called inactive; i = inactive; ? = inconclusive; . = no result given. Unless noted, the call rests on the fitted dose curve; in most records, active means well fitted curve in the direction sought with a large enough effect; inconclusive means small, poorly fitted or top-dose-only effect, or another doubt; inactive means no such curve, though single readings can be large; an effect the other way counts as inactive or inconclusive. No enrichment for hits; overall some 4.4% were active at least once.

SMILES | TGFb inhibitor | HepG2 viability | A549 tox | S2 tox | CCT modulator | Mm-Cpn inhibitor | Akt phos inh | Nrf2 block | Nrf2 ARE act
CC(C)(O)C#Cc1ccc(C(=O)NCc2ccccc2F)cc1 | -3% | -3% | 1% | i | -1.9 | 0% | i | 7% | 2.9%
CC(C)c1ccc(NC2CCCN(C(=O)CCN3CCOCC3)C2)cc1 (stereo not drawn) | -1% | -32% | 5% | i | -0.5 | -6% | i | 8% | 0.3%
O=C(O)c1cccc(C(=O)Cc2ccccc2)c1 | 9% | -8% | -3% | ? | -2.0 | 0% | i | 2% | 0.2%
Cc1ccccc1-n1c(SCC(=O)N2CCOCC2)nc(O)c(Cc2ccccc2)c1=O | -2% | -8% | 3% | i | -3.0 | 2% | i | 2% | -0.8%
Cn1c(=S)c2[nH]c(SCCC(C)(C)C)nc2n(C)c1=O | ? | -33% | 15% | i | -0.8 | . | i | -23% | 4.0%
COc1ccc(-c2c(-c3ccc(OC)c(F)c3)c3ccccc3n2C)cc1 | 10% | 3% | ? | i | -1.4 | -3% | i | 28% | 3.6%
COc1cccc(CSc2nc3n(n2)C(c2cccnc2)C(C(=O)Nc2ccccc2C)=C(C)N3)c1 (stereo not drawn) | -4% | -11% | 8% | i | . | . | . | . | -0.9%
Cc1cccc(OCCC(=O)Nc2ccc(Cl)cc2F)c1 | 2% | 1% | 1% | i | -1.1 | 1% | i | 1% | 3.4%
CC(C)CN1C(=O)C(=O)N(CC(=O)Nc2cccc(Cl)c2Cl)C1=O | 1% | -3% | 4% | i | -2.0 | 1% | i | 0% | -0.9%
COCC(=O)Nc1cccc2ccccc12 | 4% | -1% | 0% | i | -3.5 | 2% | i | -1% | 0.2%
COc1ccc(NC(=O)COc2ccccc2Cc2ccccc2)cn1 | ? | 1% | 1% | ? | -4.4 | -4% | i | -17% | -0.5%
Cn1c(CCN2CCCC2)nc2cc(NS(=O)(=O)c3ccc(F)cc3)ccc21 | ? | -38% | . | i | 0.5 | . | i | . | ?
Cc1ccc(NC(=O)N2CCC(C(=O)NCc3ccc(F)cc3)CC2)cc1 | 21% | -1% | -1% | i | 1.0 | -1% | i | 18% | 0.1%
COc1ccccc1-c1nnc(NC(=O)Cc2ccccc2)o1 | -2% | -21% | 0% | i | -1.9 | 1% | . | 9% | 4.6%
CCCCCNC(=O)c1[nH]c(C(F)(F)F)nc1-c1ccccc1 | ? | -2% | . | i | -1.2 | . | i | . | 0.2%
Cc1cc(=O)oc2cc(NC(=O)Cc3ccccc3[N+](=O)[O-])ccc12 | 8% | -12% | -6% | i | -1.0 | -2% | i | ? | 0.4%
Fc1ccccc1CN1CCN(c2ncccn2)CC1 | -23% | -3% | 1% | i | 3.2 | -1% | i | 5% | 0.4%
COC(=O)Nc1cc(C(=O)c2ccc(Cl)cc2Cl)c[nH]1 | 4% | -17% | -4% | i | -1.0 | -9% | i | -18% | 0.5%
COc1ccccc1NC(=O)c1ccc(NC(=O)COC(=O)C(C)C)cc1 | -30% | -14% | 1% | i | -3.3 | 1% | i | -1% | 2.0%
CC(C)c1ccc(N2C(=O)C(Cl)=C(N3CCOCC3)C2=O)cc1 | 6% | -13% | 5% | i | -5.4 | -10% | i | 4% | -0.4%
CC(C)Oc1ccccc1/C=N/NC(=O)C1CCCC1 | 11% | 1% | 5% | i | -0.8 | -3% | i | 6% | -0.4%
O=C1c2ccccc2C(=O)N1c1ccc(S(=O)(=O)N2CCCCC2)cc1 | 26% | 21% | 10% | i | 0.9 | 0% | i | -5% | -1.0%
COc1ccc(CN2CCC(Oc3ccc(C(=O)N4CCCC4)cc3)CC2)c(F)c1 | -12% | -4% | -10% | ? | -1.0 | 0% | i | -1% | 2.0%
COc1ccc(-c2[nH]ncc2CN2CCCC(C(=O)c3cccc(OC)c3)C2)cc1 (stereo not drawn) | -26% | -9% | 13% | i | 2.0 | -5% | i | 2% | -0.6%
CC(=O)c1csc(COc2cc(Cl)cc(Cl)c2)n1 | -7% | -2% | 5% | i | 2.8 | -1% | i | 6% | 5.5%
(list continues)
SMILES | TGFb inhibitor | HepG2 viability | A549 tox | S2 tox | CCT modulator | Mm-Cpn inhibitor | Akt phos inh | Nrf2 block | Nrf2 ARE act
O=C(COC(=O)c1ccc(Cl)s1)c1ccc[nH]1 | 8% | -2% | -1% | i | 0.6 | 1% | i | 4% | -0.4%
COc1ccc(-c2noc(COc3ccc(Br)cc3C)n2)cc1OC | 0% | -75% | 14% | i | . | . | . | 6% | 5.3%
COc1ccc(-c2cc3c(c4c2ccn4C)C2CCC3C2)cc1F (stereo not drawn) | ? | -29% | . | i | 1.9 | . | i | . | 2.3%
C=CCn1c2c(c(=O)[nH]c1=S)CN(C(C)c1ccccc1)CN2 (stereo not drawn) | 3% | -3% | 3% | i | 1.7 | 2% | i | -18% | -0.4%
CCn1c(SCC(=O)Nc2ccc(OC)c(S(=O)(=O)N3CCCCC3)c2)nnc1C1CC1 | -14% | 1% | -3% | ? | 0.1 | -4% | i | ? | -0.4%
Cc1c(/C=N/NC(=O)c2ccc3c(c2)OCO3)cnn1C | 0% | -34% | 0% | i | -2.7 | -3% | i | 1% | -0.1%
Cc1cc(-c2ccc(C)c(S(=O)(=O)N3CC(=O)Nc4ccccc43)c2)on1 | 3% | -41% | 2% | i | -35* | 0% | i | 5% | -0.8%
CCn1c(SCC(=O)Nc2ccccc2F)nnc1-c1cnccn1 | 1% | 6% | -15% | i | -7.8 | 3% | i | 8% | -0.2%
COc1ccc(CN(C)C(=O)c2ccc(OCC(=O)Nc3cccc(C(F)(F)F)c3)c(OC)c2)cc1 | ? | -41% | . | ? | 0.4 | . | i | . | 6.0%
O=C(Nc1ccc(C(F)(F)F)cc1)c1cc(S(=O)(=O)NC2CCCCCC2)ccc1F | ? | 11µM* | ? | . | . | . | . | . | -2.8%
CCc1ccc(NCc2cccn2-c2nnc(N3CCCCCC3)s2)cc1 | . | -41% | 3% | . | . | . | . | ? | 2.8%
CN(Cc1nc2ccccc2c(=O)[nH]1)C(=O)c1cc(-c2ccc(Br)cc2)nc2ccccc12 | 0% | -22% | -7% | i | -1.2 | . | i | 12% | 0.7%
Cc1ccc(N2C(=O)CC(NNc3nc4ccccc4s3)C2=O)cc1C (stereo not drawn) | 10% | 11% | 8% | i | -0.3 | 2% | i | -3% | 2.9%
CC12CCC(=O)N1C(C(=O)NNC(=O)c1ccc(Br)cc1)CS2 (stereo not drawn) | -20% | -3% | 3% | i | 0.1 | 0% | i | -3% | -0.5%
CCC(C)Sc1cc(C(F)(F)F)c(C(=O)Nc2ccc(Cl)cc2)cn1 (stereo not drawn) | ? | -45% | -5% | i | -2.3 | 1% | i | ? | 5.0%
C=CCNC(=O)CC1Nc2c3ccccc3nc(=S)n2C1=O (stereo not drawn) | -16% | -26% | 1% | ? | -0.4 | -4% | i | 1% | 0.0%
CCCN1CCC(=NNc2ccc(S(=O)(=O)N(CC)CC)cc2[N+](=O)[O-])CC1 | ? | -8% | -24% | i | -1.4 | 0% | i | -3% | -0.1%
N/C(Cc1ccc(Cl)cc1)=N\OC(=O)Cc1ccc([N+](=O)[O-])cc1 | ? | -8% | -6% | i | 1.2 | 0% | i | -1% | 2.2%
CCCCC(=O)N1C/C=C\C(c2ccc(OC)cc2)N(Cc2ccc(F)cc2)C(=O)C1Cc1ccccc1 (stereo not drawn) | ? | -20% | -21% | . | . | . | . | 23µM* | .
Cc1ccc(C)c(Nc2nn3c(=O)c4ccc(C(=O)NCCC5=CCCCC5)cc4nc3s2)c1 | ? | -3% | 4% | i | . | . | . | -10% | 0.5%
Cc1cc(C)cc(N(CC(=O)Nc2ccc(-c3nc4ccc(C)cc4s3)cc2)S(C)(=O)=O)c1 | -9% | -28% | 0% | i | -2.2 | -13% | i | ? | 3.4%
CCc1c(C(=O)N2CCN(c3ccccc3F)CC2)[nH]c(C)c1C(C)=O | -6% | -2% | -7% | i | 0.4 | 1% | i | ? | 0.0%
COc1cc(OC)cc(C(=O)Nc2c(F)cccc2F)c1 | 3% | -36% | 5% | i | -1.8 | 3% | i | -17% | -0.1%
O=C(CCNC(=O)C1CCN(S(=O)(=O)c2ccccc2)CC1)NCc1cccnc1 | -4% | -15% | . | i | -2.2 | . | i | . | -0.1%
Cc1cc(C)n2nc(C(=O)N/N=C/c3cn(C)nc3C)nc2n1 | -15% | 2% | 9% | i | 0.2 | 1% | i | 3% | -0.5%
Nc1nc(COC(=O)c2ccco2)nc(Nc2ccccc2)n1 | 1% | 6% | . | i | 1.1 | . | i | . | 15%
COc1ccccc1N1CCN(Cc2cccs2)CC1 | -5% | -4% | 10% | i | -2.1 | -1% | i | ? | 0.3%
O=C1C=C(c2cccc(Br)c2)C[C@@H](c2ccc(F)cc2)C1 | ? | -1% | -2% | i | -0.8 | 0% | i | -14% | 0.6%
COc1ccc(Sc2cc(C(F)(F)F)nc(-c3ccccn3)n2)cc1 | -8% | -2% | -6% | . | -0.7 | -1% | . | 2% | 0.3%

Record cards, from the list above. Screens in order: TGFb inhibitor	HepG2 viability	A549 tox	S2 tox	CCT modulator	Mm-Cpn inhibitor	Akt phos inh	Nrf2 block	Nrf2 ARE act
COc1ccc(Sc2cc(C(F)(F)F)nc(-c3ccccn3)n2)cc1 is listed with -8%	-2%	-6%	.	-0.7	-1%	.	2%	0.3%
COc1ccc(CN(C)C(=O)c2ccc(OCC(=O)Nc3cccc(C(F)(F)F)c3)c(OC)c2)cc1 is listed with ?	-41%	.	?	0.4	.	i	.	6.0%
